Assay outcomes from PubChem BioAssay.
PTPN22 act – activators of human LYP (PTPN22) phosphatase. activation, % at 2 µM. AID 697. hit rate 0.11% among 96,000. recombinant LYP, DiFMUP fluorescence; 0 = plate median, 100 = signal doubled. Q9Y2R2;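 active means activation at 2 µM above a set limit, the mean plus 5 SD, cut at about 37% in these data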
S1P2 ag – S1P2 (human) receptor agonism; O95136; S1P2-expressing cell line, agonist reporter read-out; activation, % at 4.5 µM; hit rate 0.46% among 97,000; AID 729; in the data active means activation above about 16%;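 further: 0% = vehicle low control and 100% = maximal reference agonist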
Target sequence (O95136 whole entry, looked up): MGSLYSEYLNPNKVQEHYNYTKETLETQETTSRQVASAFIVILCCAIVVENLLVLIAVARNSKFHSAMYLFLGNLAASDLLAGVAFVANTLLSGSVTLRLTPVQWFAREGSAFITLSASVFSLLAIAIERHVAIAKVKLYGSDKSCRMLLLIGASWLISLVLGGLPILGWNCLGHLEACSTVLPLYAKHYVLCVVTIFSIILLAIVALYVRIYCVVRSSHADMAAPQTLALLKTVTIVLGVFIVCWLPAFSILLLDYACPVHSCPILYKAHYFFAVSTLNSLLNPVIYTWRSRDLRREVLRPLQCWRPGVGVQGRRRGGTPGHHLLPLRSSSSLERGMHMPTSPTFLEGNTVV
H69AR growth 86K – blocks growth of human H69AR lung tumor cells; hit rate 6% among 85,000; AID 598; viability, % at 10 µM; H69AR lung tumor viability, ATP luminescence, 72 h; active compounds read low;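 active means viability at or below 40%; inactive means viability above 40%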;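 further: multidrug resistant small cell line overexpressing MRP-1 efflux transporter; 100% = mean luminescence of untreated control wells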
HUVEC prolif 384 – inhibitors of human endothelial cell proliferation. HUVEC proliferation, CellTiter-Glo luminescence, 72 h; active compounds read low. viability, % at 10 µM (by protocol). hit rate 1.1% among 86,000;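 active means viability at or below 30%; inactive means viability above 30%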;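 further: 100% = median luminescence of DMSO-only cell control wells on each plate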
sEH inh – blocks human soluble epoxide hydrolase activity | recombinant human sEH enzymatic activity assay | hit rate 0.34% among 91,000 | inhibition, % at 2 µM; in the data active means inhibition above about 80%; further: values of inactives mirror those of a sister screen read the other way; many of its hits are not listed in these tables
Target sequence (P34913 whole entry, looked up): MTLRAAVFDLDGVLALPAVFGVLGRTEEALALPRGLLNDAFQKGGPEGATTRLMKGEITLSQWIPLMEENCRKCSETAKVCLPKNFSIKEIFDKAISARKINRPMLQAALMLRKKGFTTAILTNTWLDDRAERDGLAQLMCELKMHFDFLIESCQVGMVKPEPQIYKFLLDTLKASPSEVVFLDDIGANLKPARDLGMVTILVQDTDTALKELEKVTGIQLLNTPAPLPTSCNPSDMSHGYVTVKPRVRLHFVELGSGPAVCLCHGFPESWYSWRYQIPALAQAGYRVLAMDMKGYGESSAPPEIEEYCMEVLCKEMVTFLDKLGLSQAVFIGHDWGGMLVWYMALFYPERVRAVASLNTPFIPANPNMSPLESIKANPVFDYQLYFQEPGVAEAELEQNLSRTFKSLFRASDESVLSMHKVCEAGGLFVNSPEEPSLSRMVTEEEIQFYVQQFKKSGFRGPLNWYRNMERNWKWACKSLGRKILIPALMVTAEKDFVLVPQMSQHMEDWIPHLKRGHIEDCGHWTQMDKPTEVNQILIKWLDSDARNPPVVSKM
Lung fibro prol – blocks proliferation of human lung fibroblasts. hit rate 1.1% among 85,000. viability, % at 10 µM. LL 47 human lung fibroblast viability, ATP luminescence; active compounds read low. AID 719;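 active means viability at or below 50% in the single dose screen; inactive means viability above 50%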;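 further: compound exposure lasted 72 h before the ATP readout; 100% = median luminescence of untreated cell-only wells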
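test system = LL 47 human lung fibroblasts | amount = 1,150 fibroblasts seeded per well | medium = 15% FBS in IMEM | times = overnight cell rest, 72 h compound treatment at 37 °C | measured by = CellTiter-Glo luminescence measuring cellular ATP | read-out = viability percentage against median untreated-cell control | benchmarks = cell-only wells, no compound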
PostGolgi ctrl – growth of the yeast control strain, post-Golgi counter-screen; efflux-deficient yeast background strain, growth absorbance A615, 16 h; inhibition, % at 10 µM; hit rate 5% among 98,000; AID 738; in the data active means inhibition above about 30%
sEH act – increases human soluble epoxide hydrolase activity. P34913. purified human sEH enzymatic activity, activator screen. activation, % at 2 µM. hit rate 0.04% among 91,000. AID 717; in the data active means activation above about 37%; further: values of inactives mirror those of a sister screen read the other way
S1P2 antag – blocks the human S1P2 receptor. O95136. cell-based S1P2 antagonist assay, inhibition at 5 uM. inhibition, % at 5 µM. hit rate 0.21% among 97,000. AID 736; in the data active means inhibition above about 45%;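 further: CRE beta-lactamase reporter cells expressing human S1P2 stimulated with S1P; 0% = agonist at EC80 alone and 100% = agonist plus reference antagonist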
Numbers without * were called inactive. These rows are one share of the data; count on the stated rates, not on these rows.

CCNc1nc(Cl)nc(NCc2ccccc2)n1 was read as PTPN22 act -7, S1P2 ag -1, sEH inh 17, PostGolgi ctrl 9, sEH act -18 and S1P2 antag -3.
For COc1ccc(C(c2nnnn2Cc2ccccc2)N2CCN(C(=O)c3ccco3)CC2)cc1OC (configuration not stated) the results were PTPN22 act 0, S1P2 ag -1, H69AR growth 86K 99, HUVEC prolif 384 94, sEH inh 2, Lung fibro prol 101, PostGolgi ctrl 5, sEH act -3 and S1P2 antag 4.
CSc1ncccc1C(=O)OCC(=O)NC(N)=O was read as PTPN22 act -2, S1P2 ag -4, sEH inh -18, PostGolgi ctrl 8, sEH act 15 and S1P2 antag -5.
NC(=O)CSc1nc(N)c2c3c(sc2n1)CCCCC3 was read as H69AR growth 86K 94, HUVEC prolif 384 88, Lung fibro prol 96 and PostGolgi ctrl 31*.
Screening COCCN(C(=O)c1csnn1)C(C(=O)NC1CCCCC1)c1sccc1C (configuration not stated) returned PTPN22 act 12, S1P2 ag 0, H69AR growth 86K 91, HUVEC prolif 384 89, sEH inh -8, Lung fibro prol 94, PostGolgi ctrl 7, sEH act 11 and S1P2 antag -6.
`CCOC(=O)C1CCCN(C(=O)CCNS(=O)(=O)c2ccc3c(c2)CCC(=O)N3)C1` (configuration not stated) gave PTPN22 act 3, S1P2 ag -9, H69AR growth 86K 88, HUVEC prolif 384 106, Lung fibro prol 100, PostGolgi ctrl -5 and S1P2 antag -1.
Screening CC1=Nc2ccccc2/C1=C\c1nc(-c2ccccc2)oc1O returned PTPN22 act -6, S1P2 ag -3, sEH inh 4, PostGolgi ctrl 30, sEH act -3 and S1P2 antag 0.
For O=C1C(Cl)=C(NCC2CCCO2)C(=O)N1C1CCCCC1 (configuration not stated) the results were PTPN22 act -9, S1P2 ag -7, H69AR growth 86K 68, HUVEC prolif 384 95, sEH inh 1, Lung fibro prol 91, PostGolgi ctrl 41*, sEH act -1 and S1P2 antag 11.
For N#Cc1c(-c2ccccc2)ccn(Cc2ccc(Cl)cc2)c1=O the results were PTPN22 act -5, S1P2 ag -3, sEH inh -2, PostGolgi ctrl 10, sEH act 0 and S1P2 antag -1.
Cc1ccc2c(c1)NC(C(C)(C)C)CO2 (configuration not stated) was read as PTPN22 act -6, S1P2 ag -2, H69AR growth 86K 91, HUVEC prolif 384 100, sEH inh -24, Lung fibro prol 98, PostGolgi ctrl 4, sEH act 21 and S1P2 antag -12.
CC1Cc2ccccc2N1C(=O)C1CCN(S(=O)(=O)c2cccs2)CC1 (configuration not stated) was read as PTPN22 act -12, S1P2 ag -4, H69AR growth 86K 87, HUVEC prolif 384 97, Lung fibro prol 105, PostGolgi ctrl 0 and S1P2 antag 6.
`CCn1nc(C)c(NC(=O)CCCSc2nc(-c3ccco3)cc(C(F)(F)F)n2)c1C` gave PTPN22 act 14, S1P2 ag -3, HUVEC prolif 384 105, sEH inh 20, Lung fibro prol 100, PostGolgi ctrl 12, sEH act -22 and S1P2 antag -9.
For O=c1cc(CN2CCOCC2)c2c(ccc3ccccc32)o1 the results were PTPN22 act 0, S1P2 ag 0, H69AR growth 86K 74, HUVEC prolif 384 73, sEH inh -10, Lung fibro prol 83, PostGolgi ctrl 0, sEH act 9 and S1P2 antag -22.
Screening COc1ccc(N2C3=C(CC4=C2CCCC4=O)C(=O)CCC3)cc1 returned PTPN22 act 0, S1P2 ag 3, H69AR growth 86K 89, HUVEC prolif 384 89, sEH inh -11, Lung fibro prol 105, sEH act 10 and S1P2 antag 33.
`CCOc1ccc(OCCN2C(=O)NC(Cc3c[nH]c4ccccc34)C2=O)cc1` (configuration not stated) gave PTPN22 act 0, S1P2 ag -6, H69AR growth 86K 70, HUVEC prolif 384 88, sEH inh -16, Lung fibro prol 101, PostGolgi ctrl 19, sEH act 15 and S1P2 antag 6.
COc1ccc(CN(Cc2cc3cc4c(cc3[nH]c2=O)OCO4)C(=O)NC2CCCCC2)cc1 was read as PTPN22 act 0, S1P2 ag -1, sEH inh 8, PostGolgi ctrl 9, sEH act -6 and S1P2 antag -17.
COc1ccccc1CNC(=O)CCCOc1cc(=O)n(C)c2ccccc12 was read as PTPN22 act -4, S1P2 ag -5, H69AR growth 86K 61, HUVEC prolif 384 81, sEH inh 0, Lung fibro prol 97, PostGolgi ctrl 19, sEH act 3 and S1P2 antag -5.
Screening O=C(c1cc(-c2ccccc2Cl)on1)N1CCN(C(=O)c2ccco2)CC1 returned PTPN22 act 4, S1P2 ag -4, H69AR growth 86K 67, HUVEC prolif 384 115, sEH inh 14, Lung fibro prol 100, PostGolgi ctrl 9, sEH act -11 and S1P2 antag -7.
`Nc1ccccc1C(=O)N(Cc1ccccc1)Cc1ccccc1` gave PTPN22 act -6, S1P2 ag -6, H69AR growth 86K 87, HUVEC prolif 384 95, sEH inh 0, Lung fibro prol 98, sEH act 5 and S1P2 antag -17.
Screening CCOC(=O)N1CCC(NC(=O)Cn2cc3c(n2)CCCC3)CC1 returned H69AR growth 86K 98, HUVEC prolif 384 97, Lung fibro prol 94 and PostGolgi ctrl 6.

A stretch from further up, for reference:
`Nc1ccccc1C(=O)N(Cc1ccccc1)Cc1ccccc1` gave PTPN22 act -6, S1P2 ag -6, H69AR growth 86K 87, HUVEC prolif 384 95, sEH inh 0, Lung fibro prol 98, sEH act 5 and S1P2 antag -17.
Screening CCOC(=O)N1CCC(NC(=O)Cn2cc3c(n2)CCCC3)CC1 returned H69AR growth 86K 98, HUVEC prolif 384 97, Lung fibro prol 94 and PostGolgi ctrl 6.

(cont.)
`COc1ccc2c(C)cc(SCC#N)nc2c1` gave PTPN22 act -2, S1P2 ag 0, H69AR growth 86K 78, HUVEC prolif 384 89, sEH inh -4, Lung fibro prol 97, PostGolgi ctrl 5, sEH act 3 and S1P2 antag -6.
CCOC(=O)c1c(C)n(C)c2ccc(O)c(CN3CCC(C)CC3)c12 was read as PTPN22 act -3, S1P2 ag -5, H69AR growth 86K 64, HUVEC prolif 384 91, sEH inh 10, Lung fibro prol 83, PostGolgi ctrl -4, sEH act -12 and S1P2 antag 14.
CCOc1ccc(-n2c(=O)[nH]cc(C(=O)N3CCc4ccccc43)c2=O)cc1 was read as PTPN22 act 2, S1P2 ag -2, H69AR growth 86K 94, HUVEC prolif 384 94, sEH inh 5, Lung fibro prol 102, PostGolgi ctrl 4, sEH act -6 and S1P2 antag -13.
O=C1C2C(C(=O)N1c1ccc3c(c1)OCO3)C1C=CC2C12CC2 (configuration not stated) was read as PTPN22 act -10, S1P2 ag 0, H69AR growth 86K 100, HUVEC prolif 384 109, sEH inh 9, Lung fibro prol 101, sEH act -8 and S1P2 antag -10.
For CS(=O)(=O)N(CC(=O)N1CCc2ccccc2C1)c1ccc2c(c1)OCO2 the results were PTPN22 act 4, S1P2 ag -4, H69AR growth 86K 90, HUVEC prolif 384 102, sEH inh -2, Lung fibro prol 104, PostGolgi ctrl 5, sEH act 0 and S1P2 antag -7.
For N/C(=N\OC(=O)Oc1ccccc1)c1ccc(Br)cc1 the results were PTPN22 act 4, S1P2 ag -2, H69AR growth 86K 88, HUVEC prolif 384 81, sEH inh 4, Lung fibro prol 97, PostGolgi ctrl 0, sEH act -4 and S1P2 antag -10.
Screening CCOC(=O)n1c(=O)oc2cc(S(=O)(=O)N3CCOCC3)ccc21 returned PTPN22 act 3, S1P2 ag -6, H69AR growth 86K 98, HUVEC prolif 384 104, Lung fibro prol 104, PostGolgi ctrl 16 and S1P2 antag 10.
For Cc1cccc(-n2c(N)cc(=O)nc2SCC(=O)Nc2nnc(CC(C)C)s2)c1 the results were PTPN22 act 1, S1P2 ag 7, H69AR growth 86K 119, HUVEC prolif 384 80, sEH inh -1, Lung fibro prol 97, PostGolgi ctrl 0, sEH act 4 and S1P2 antag 11.
Screening Cn1nnc2c(sc3nc(N4CCOCC4)c4c(c32)CCCC4)c1=O returned H69AR growth 86K 79, HUVEC prolif 384 91, Lung fibro prol 95 and PostGolgi ctrl 9.
Screening COC(=O)c1[nH]c2ccc(C)cc2c1NS(=O)(=O)c1ccc(F)c(C)c1 returned PTPN22 act -8, S1P2 ag -8, H69AR growth 86K 80, HUVEC prolif 384 80, sEH inh -12, Lung fibro prol 90, PostGolgi ctrl 15, sEH act 11 and S1P2 antag 11.
Screening CCCS(=O)(=O)N1CCC(C(=O)NCCN(C)Cc2ccccc2)CC1 returned PTPN22 act 13, S1P2 ag -2, H69AR growth 86K 99, HUVEC prolif 384 92, sEH inh 7, Lung fibro prol 109, PostGolgi ctrl -13, sEH act -5 and S1P2 antag 5.
`CCOC(=O)N1CCC(NC(=O)C2CCCN(C(=O)N3CCOc4ccccc43)C2)CC1` (configuration not stated) gave H69AR growth 86K 91, HUVEC prolif 384 99, Lung fibro prol 105 and PostGolgi ctrl 10.
Screening CCOc1ccc2c(c1)sc(=NC(=O)C1CC1)n2C returned PTPN22 act 1, S1P2 ag -6, H69AR growth 86K 95, HUVEC prolif 384 96, sEH inh -7, Lung fibro prol 91, PostGolgi ctrl 6, sEH act 8 and S1P2 antag -3.
`CC(=O)Nc1nc(-c2ccc(Br)s2)cs1` gave PTPN22 act 1, S1P2 ag -2, H69AR growth 86K 93, HUVEC prolif 384 83, sEH inh -3, Lung fibro prol 99, PostGolgi ctrl -4, sEH act 3 and S1P2 antag -21.
CCC(NS(=O)(=O)c1c(C)[nH]c(=O)[nH]c1=O)C12CC3CC(CC(C3)C1)C2 (configuration not stated) was read as H69AR growth 86K 94, HUVEC prolif 384 89, Lung fibro prol 111 and PostGolgi ctrl 22.
`CS(=O)(=O)N(CC(=O)Nc1ccc(Cl)c(Cl)c1)C1CCCCC1` gave PTPN22 act 7, S1P2 ag -2, H69AR growth 86K 17*, HUVEC prolif 384 79, sEH inh 10, Lung fibro prol 96, PostGolgi ctrl 24, sEH act -8 and S1P2 antag -3.
Screening Cc1cc(NC(=O)CSc2nnnn2C2CCCC2)no1 returned PTPN22 act -6, S1P2 ag -1, H69AR growth 86K 90, HUVEC prolif 384 97, sEH inh -5, Lung fibro prol 94, PostGolgi ctrl 0, sEH act 8 and S1P2 antag 17.
`O=C(O)CC(NC(=O)COc1ccc(Cl)cc1Cl)C(=O)O` (configuration not stated) gave PTPN22 act 0, S1P2 ag -7, H69AR growth 86K 86, HUVEC prolif 384 93, sEH inh 3, Lung fibro prol 105, PostGolgi ctrl 5, sEH act 0 and S1P2 antag -7.
Screening CCn1cnc2c1c(=O)n(Cc1nnc3n1-c1ccccc1SC3)c(=O)n2Cc1ccccc1 returned PTPN22 act 12, S1P2 ag -9, H69AR growth 86K 104, HUVEC prolif 384 85, Lung fibro prol 104, PostGolgi ctrl 0 and S1P2 antag 1.
CC(=O)Nc1ccccc1-c1nc2ccccc2nc1OCC(=O)c1ccc2ccccc2c1 was read as PTPN22 act -9, S1P2 ag -7, sEH inh 4, PostGolgi ctrl 16, sEH act -4 and S1P2 antag 2.
Screening CN1C(=O)NC(c2ccccc2)C2=C1CN(CCc1ccccc1)C2=O (configuration not stated) returned PTPN22 act 1, S1P2 ag -6, H69AR growth 86K 92, HUVEC prolif 384 99, sEH inh -11, Lung fibro prol 108, PostGolgi ctrl 8, sEH act 15 and S1P2 antag 7.
Screening COC(=O)c1ccc(C)c(NS(=O)(=O)c2ccc(OC)c(OC)c2)c1 returned PTPN22 act -4, S1P2 ag -7, H69AR growth 86K 91, HUVEC prolif 384 99, sEH inh -5, Lung fibro prol 99, PostGolgi ctrl 10, sEH act 6 and S1P2 antag 3.
Screening CCOC(=O)c1nnn(-c2nonc2N)c1CSc1ccccc1 returned PTPN22 act 10, S1P2 ag 0, H69AR growth 86K 90, HUVEC prolif 384 111, sEH inh -13, Lung fibro prol 98, PostGolgi ctrl 11, sEH act 10 and S1P2 antag 4.
Cc1ccc(NC(=O)Cn2c(C)cc(C)c(C#N)c2=O)c(Cl)c1 was read as PTPN22 act -9, S1P2 ag -8, H69AR growth 86K 90, HUVEC prolif 384 92, sEH inh -6, Lung fibro prol 96, PostGolgi ctrl -2, sEH act 5 and S1P2 antag 27.
